D2 antagonist = HTS Assay for Allosteric Antagonists of the Human D2 Dopamine Receptor: Primary Screen for Antagonists. HEK293 TREx D2 cells, calcium flux, dopamine EC80. D(2) dopamine receptor (Homo sapiens), P14416. actives 2% (n = 340,000). inhibition, % at 10 µM; in the data active = inhibition above about 30%; note: 0% is about no effect
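Calcium mobilization kinetics were recorded at 1 s intervals in tetracycline-induced HEK293 T-REx D2 cells, first for 180 s after compound addition and then 180 s after EC80 dopamine.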
LDHA block = qHTS assay for inhibitors of human lactate dehydrogenase | L-lactate dehydrogenase A chain (Homo sapiens), P00338 | purified LDHA, NADH/diaphorase-resazurin fluorescence; active compounds read low | activity change, % (values are at about 110 or 230 µM) | actives 0.15% (n = 480,000) | AID 1347041, 2019; in the data active = activity change below about -30%; inconclusive = mostly about -25% to -30%;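 note: plate controls were DMSO wells for no effect and wells without enzyme for full effect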
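Enzyme activity of human lactate dehydrogenase 5 (2 nM; 0.06 mM NADH, 0.2 mM pyruvate, 5 min, RT) is measured via a resazurin/diaphorase fluorescence readout of residual NADH.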
Vif-APOBEC3G blk = qHTS for Inhibitors of Vif-A3G Interactions: qHTS. DNA dC->dU-editing enzyme APOBEC-3G (Homo sapiens), Q9HC16. HeLa A3G-eYFP + Vif (tagged APOBEC3G with the HIV-1 protein that degrades it), YFP fluorescence, overnight. Potency, µM (titrated, usually from 46.1 µM), for inactives: at the highest dose activity, negative = active, most hits filed as inhibitors. actives 0.076% (n = 410,000). AID 602310, 2012;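 note: potency is the fitted concentration of half-maximal effect; % is set by controls: 0 for no effect and ±100 for the full control effect; nearly all actives have a fitted effect of over 60% in size; hits raise eYFP signal because A3G escapes Vif-driven loss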
Target sequence (Q9HC16 whole entry, looked up): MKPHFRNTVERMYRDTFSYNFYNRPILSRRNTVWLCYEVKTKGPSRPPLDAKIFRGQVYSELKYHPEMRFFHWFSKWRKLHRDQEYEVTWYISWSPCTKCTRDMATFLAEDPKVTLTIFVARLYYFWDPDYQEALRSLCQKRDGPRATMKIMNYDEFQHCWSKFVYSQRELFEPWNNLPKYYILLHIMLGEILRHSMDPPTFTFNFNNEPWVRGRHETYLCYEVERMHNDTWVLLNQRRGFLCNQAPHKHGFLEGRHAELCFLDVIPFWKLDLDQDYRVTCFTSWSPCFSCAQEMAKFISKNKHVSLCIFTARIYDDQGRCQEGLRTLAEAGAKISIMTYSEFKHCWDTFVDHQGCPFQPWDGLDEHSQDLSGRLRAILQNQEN
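Read-out is eYFP fluorescence (Ex 488/Em 500-530) from Vif-expressing HeLa A3G-eYFP cells; more signal means A3G escaped Vif-mediated degradation. Cells plated overnight, compound pinned in, incubated overnight at 37 deg C.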
Vif-A3F inh = qHTS for Inhibitors of Vif-A3F Interactions: qHTS | AID 602313, 2012 | HeLa A3F-eYFP + Vif (tagged APOBEC3F with the HIV-1 protein that degrades it), YFP fluorescence increase | actives 0.2% (n = 390,000) | Potency, µM (highest dose often 46.1 µM), for inactives: at the highest dose activity, negative = active; note: potency is the fitted concentration of half-maximal effect; % of control where 0% means no effect; nearly all actives have a fitted effect of over 65% in size
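Fluorescence increase (Ex 488/Em 500-530) after overnight compound treatment at 37 deg C flags inhibition of Vif-driven A3F-eYFP loss in stable HeLa A3F-eYFP/Vif cells seeded overnight beforehand.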
D2 agonist = HTS Assay for Allosteric Agonists of the Human D2 Dopamine Receptor: Primary Screen for Agonists; activation, % at 2 µM; actives 0.53% (n = 340,000); AID 485358, 2010; D(2) dopamine receptor (Homo sapiens), P14416; HEK293 T-REx D2 cells, calcium flux agonist mode;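 active = activation over 3 SD above normal in the single-dose calcium agonist read, cut at about 30% in these data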; note: 0% is about no effect
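Agonism scored from kinetic calcium signal (1 read/sec, 180 s) following compound pin transfer, after a 10 s baseline. Cells: HEK293 Trex line expressing inducible D2 receptor coupled to calcium, dye-loaded after overnight culture at 30 C.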
Glioma ERSR ind = qHTS for Inducers of the Endoplasmic Reticulum Stress Response (ERSR) in Human Glioma: qHTS. U87-MG GRP78 promoter luciferase reporter, 16 h. Potency, µM, for inactives: at the top dose activation, most hits filed as activators. actives 0.02% (n = 420,000). AID 602332, 2012; note: potency is the fitted concentration of half-maximal effect; series mostly up to about 76 µM; % of control where 0% means no effect; nearly all actives have a fitted effect of over 35% in size
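Stably transfected U87-MG human glioma cells carrying a GRP78-based luminescent sensor were seeded at 1000 cells/well, pin-dosed with compounds and incubated 16 h. Luciferase reagent was then added, and end-point luminescence was read after 10 min at room temperature.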
RGS4 inh = Inhibitors of Regulator of G Protein Signaling (RGS) 4: qHTS. Transcreener GDP fluorescence polarization, RGS4-accelerated GTP hydrolysis. Potency, µM (highest dose often 114 µM), for inactives: at the highest dose activity change, negative = inhibition, hits mostly inhibitors. actives 0.039% (n = 390,000); note: potency is the fitted concentration of half-maximal effect; % is set by controls: 0 for no effect and ±100 for the full control effect; nearly all actives have a fitted effect of over 75% in size; some results filed as inactive show a strong effect at the top dose
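MLSMR compounds (23 nl, pin-transferred) preincubated 10 min at room temperature with a 500nM (2x) first reagent, then RGS4 at 900nM (2x) plus Transcreener GDP mix added; fluorescence polarization (620/688 nm) read before and after 90 min at 30 °C.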
12-LOX inh = Primary qHTS assay for inhibitors of human arachidonate 12S-lipoxygenase (ALOX12): Round 2 | purified 12hLO, xylenol orange hydroperoxide absorbance | actives 1.1% (n = 580,000) | Polyunsaturated fatty acid lipoxygenase ALOX12 (Homo sapiens), P18054 | Potency, µM (highest dose often 108 µM), for the others: top-dose activity change, negative = inhibition, most hits filed as inhibitors | AID 1671190, 2021; note: potency is the fitted concentration of half-maximal effect; % is set by controls: 0 for no effect and ±100 for the full control effect
Target sequence (P18054 whole entry, looked up): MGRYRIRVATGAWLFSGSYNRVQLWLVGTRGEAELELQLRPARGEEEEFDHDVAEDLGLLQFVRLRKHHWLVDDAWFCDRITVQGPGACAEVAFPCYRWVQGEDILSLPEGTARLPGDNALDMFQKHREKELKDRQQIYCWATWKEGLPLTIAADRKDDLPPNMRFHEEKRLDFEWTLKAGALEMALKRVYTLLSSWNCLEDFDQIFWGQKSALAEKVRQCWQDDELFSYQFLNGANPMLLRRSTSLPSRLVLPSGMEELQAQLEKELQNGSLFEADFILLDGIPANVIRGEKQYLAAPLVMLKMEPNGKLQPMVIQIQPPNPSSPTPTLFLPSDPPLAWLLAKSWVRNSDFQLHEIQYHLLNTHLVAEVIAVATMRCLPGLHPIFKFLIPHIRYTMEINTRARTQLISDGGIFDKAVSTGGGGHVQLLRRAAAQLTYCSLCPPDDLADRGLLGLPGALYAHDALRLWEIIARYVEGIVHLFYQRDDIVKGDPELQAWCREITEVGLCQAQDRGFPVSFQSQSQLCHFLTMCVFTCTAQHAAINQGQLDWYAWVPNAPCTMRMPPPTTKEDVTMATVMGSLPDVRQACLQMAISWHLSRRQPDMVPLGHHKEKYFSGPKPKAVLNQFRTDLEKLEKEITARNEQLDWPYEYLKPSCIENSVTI
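Hydroperoxide product was detected by ferrous iron/xylenol orange as the 573 to 405 nm absorbance ratio. Arachidonic acid at 40 uM (final) was turned over for 30 min at room temperature by 150 nM human 12hLO, pH 7.0 Hepes buffer, after 15 min compound preincubation.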
ERG-DNA inh = qHTS for Small Molecule Inhibitors of the ERG Ets/DNA interaction | Transcriptional regulator ERG (Homo sapiens), P11308 | fluorescence polarization, His-ERG Ets domain / labelled DNA | Potency, µM (titrated, usually from 76.9 µM), for the others: at the top dose FP activity, negative = inhibition, hits mostly inhibitors | actives 0.028% (n = 370,000) | AID 624246, 2012; active = well fitted inhibition curve with a large enough effect in the polarisation, with a control signal flat; inconclusive = small, poorly fitted or top-dose-only effect, or effect the other way, or a change in a side signal; inactive = no such curve, though single readings can be large or run the other way; the % refers to the polarisation;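 note: polarization taken with two DNA probes labelled with fluorescein and Texas red; potency is the fitted concentration of half-maximal effect; % of control where 0% means no effect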
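His-tagged ERG Ets domain (1 uM in the protein solution; 300mM KCl, 50mM Tris-HCl, 1mM EDTA, 1mM DTT, pH 7.5) received compound, then a probe mix of 5 nM fluorescein-DNA and 100nM Texas-615-DNA. Fluorescence polarization was read for both dyes.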
Numbers without * were called inactive; ? = inconclusive; . = no result given; [ ] = another dose, or the depositor's remark. Unless noted, calls come from the whole dose curve; as a rule, active = well fitted curve in the direction sought with a large enough effect; inconclusive = small, poorly fitted or top-dose-only effect, or another doubt; inactive = no such curve, though single readings can be large; an effect the other way counts as inactive or inconclusive. Some of the compounds tested, so the mix of outcomes need not match the whole.

Preview, 2 compounds:
SMILES | D2 antagonist | LDHA block | Vif-APOBEC3G blk | Vif-A3F inh | D2 agonist | Glioma ERSR ind | RGS4 inh | 12-LOX inh | ERG-DNA inh
COc1ccc(C(CC(=O)Nc2ccc(Cl)cc2F)NC(=O)C(F)(F)F)cc1 (configuration not stated) | 6 | -1 | -3% | -2% | -1.2 | -4% | 5% | -2% | 11%
O=C(Nc1nc(-c2ccc(Br)cc2)ns1)c1ccc(F)cc1 | . | -7 | 2% | 2% | 1.3 | -5% | 20% | 0% | 0%

The list itself, repeating the preview:
SMILES | D2 antagonist | LDHA block | Vif-APOBEC3G blk | Vif-A3F inh | D2 agonist | Glioma ERSR ind | RGS4 inh | 12-LOX inh | ERG-DNA inh
COc1ccc(C(CC(=O)Nc2ccc(Cl)cc2F)NC(=O)C(F)(F)F)cc1 (configuration not stated) | 6 | -1 | -3% | -2% | -1.2 | -4% | 5% | -2% | 11%
O=C(Nc1nc(-c2ccc(Br)cc2)ns1)c1ccc(F)cc1 | . | -7 | 2% | 2% | 1.3 | -5% | 20% | 0% | 0%
Cc1cccc(N(C(=O)Cn2nnc3ccccc32)C(C(=O)NC(C)(C)C)c2ccsc2)c1C (configuration not stated) | -3 | -20 | 2% | -1% | -1.2 | 1% | 39% | 12% | .
O=C(Cn1cnc2c(nnn2Cc2ccc(F)cc2)c1=O)NCc1ccco1 | -13 | 4 | -14% | -15% | 0.4 | -4% | 9% | -28% | .
CCCCCC1CCC(C(=O)N2CCOCC2)CC1 (configuration not stated) | 2 | -2 | 1% | 10% | -0.6 | -4% | -5% | -6% | 4%
CC(C)CC(N)c1csc(NC(=O)C(c2ccccc2)c2ccccc2)n1 (configuration not stated) | . | -12 | 2% | . | . | -12% | . | ? | .
O=C1c2ccccc2NC(c2cn[nH]c2-c2ccc(Cl)cc2)N1O (configuration not stated) | -1 | 7 | -8% | 0% | -1.2 | -6% | -35% | -2% | -5%
O=C(NCCc1ccc(F)cc1)c1ccc(S(=O)(=O)N2CCCCC2)cc1 | . | -2 | 2% | -9% | . | -4% | -19% | -24% | 1%
Cc1nc2c(OCc3ccc(F)cc3)cccn2c1N(C)C(=O)CCC1CCCC1 | . | 21 | -3% | . | . | -1% | . | ? | .
CC[C@H](C)[C@@H]1NC(=O)[C@@H](CC(C)C)NC(=O)[C@H](C(C)C)NC(=O)[C@H]2CSSC[C@H](NC1=O)C(=O)N2 | . | -4 | -6% | . | . | -12% | . | 16% | .

2 records picked at random from those above:
SMILES | D2 antagonist | LDHA block | Vif-APOBEC3G blk | Vif-A3F inh | D2 agonist | Glioma ERSR ind | RGS4 inh | 12-LOX inh | ERG-DNA inh
Cc1cccc(N(C(=O)Cn2nnc3ccccc32)C(C(=O)NC(C)(C)C)c2ccsc2)c1C (configuration not stated) | -3 | -20 | 2% | -1% | -1.2 | 1% | 39% | 12% | .
O=C(Cn1cnc2c(nnn2Cc2ccc(F)cc2)c1=O)NCc1ccco1 | -13 | 4 | -14% | -15% | 0.4 | -4% | 9% | -28% | .

Later entries:
SMILES | D2 antagonist | LDHA block | Vif-APOBEC3G blk | Vif-A3F inh | D2 agonist | Glioma ERSR ind | RGS4 inh | 12-LOX inh | ERG-DNA inh
CCOc1ccc(Br)cc1CSC(=N)N | -1 | -5 | 0% | -3% | -0.8 | 1% | 4% | ? | -2%
O=C1COc2ccc(S(=O)(=O)NCCc3ccc(Cl)cc3)cc2N1 | -13 | -6 | 4% | 0% | 0.1 | -4% | 0% | -17% | 9%
Cc1cc(Br)ccc1NC(=O)c1c(C)oc2ncnc(N3CCCCC3)c12 | . | 1 | 3% | 3% | . | -2% | -11% | ? | -4%
Nn1c(SCC(=O)Nc2nccs2)nnc1C1CC1 | 2 | -6 | 3% | -6% | -0.8 | -1% | 18% | . | -6%
O=C(NC(c1ccccc1)c1ccsc1)C1CCN(CCOc2ccc(Cl)cc2Cl)CC1 (configuration not stated) | . | -7 | -6% | . | . | 2% | . | ? | .
COc1ccc(/C=N\N2CCN(Cc3ccccc3Cl)CC2)cc1 | -6 | 3 | 2% | ? | -0.1 | 1% | -46% | -10% | 2%
O=C(Cn1c(CN2CCCCC2)nc2ccccc2c1=O)Nc1ccccc1 | 3 | -9 | 1% | -1% | -1.4 | -6% | -10% | -14% | .
O=C1CC(N2CCN(c3ccccc3)CC2)C(=O)N1c1ccc2c(c1)OCO2 (configuration not stated) | -13 | 2 | 4% | 18% | 0.0 | -4% | 5% | -3% | 0%
NS(=O)(=O)c1ccc(CNC(=O)NC23CC4CC(CC(C4)C2)C3)cc1 | -13 | -2 | 1% | -18% | 0.6 | -2% | 9% | 8% | 9%
Nc1ccc2nc(CCCO)[nH]c2c1 | -8 | 11 | 1% | 2% | 0.5 | -2% | -23% | 22% | 12%
O=C(Nc1cccc(C(=O)O)c1)/C(=C\c1ccc2c(c1)OCO2)NC(=O)c1ccccc1Cl | -7 | 0 | -1% | -2% | 0.0 | 5% | 1% | . | -1%
CCOC(=O)CN(c1cccc(C(C)=O)c1)S(C)(=O)=O | 12 | 0 | 1% | -3% | 0.2 | -3% | 9% | 16% | -2%
COc1ccc(OC)c(NC(=O)COC(=O)CNC(=O)c2ccc(OC)c(OC)c2)c1 | -3 | 0 | 3% | 0% | -0.4 | -4% | 16% | -21% | 11%
CN(C)c1ccnc(SCc2ccccc2Cl)c1C#N | 11 | 0 | 1% | -3% | 0.6 | 12% | -16% | -2% | -4%
CC1CCN(S(=O)(=O)c2ccc(C(=O)Nc3nnc(-c4ccncc4)o3)cc2)CC1 | 2 | 1 | 3% | -3% | 0.2 | -5% | -5% | 3% | -2%
C#CCNC(=O)C1=C[C@@H](C2CC2)C[C@@H](OCCCCO)O1 | 16 | -1 | 0% | 5% | 0.0 | -1% | -14% | 3% | 3%
COc1ccc(NC(=O)CN2C(=O)C(C)Oc3ccc(C)cc32)cc1 (configuration not stated) | 3 | -10 | 0% | 1% | 0.3 | -2% | 7% | -2% | 4%
Cc1sc2nc(CN3CCN(S(=O)(=O)c4cccc5nonc45)CC3)[nH]c(=O)c2c1C | -3 | -3 | -2% | 0% | 0.2 | -1% | -14% | 0% | 1%
CCNC(=O)CC1C(=O)N(c2ccc(F)cc2)C(=O)N1Cc1ccc(OC)c(OC)c1 (configuration not stated) | . | 1 | 1% | 0% | -0.9 | 6% | 16% | -16% | 7%
Cc1[nH]c2ccccc2c1SCCNC(=O)c1ccc(Br)o1 | . | -4 | 0% | -7% | . | -1% | 19% | -4%[57.4 µM] | .
COc1ccc(C2C3=C(CC(C)(C)CC3=O)Oc3ncn(Cc4ccccc4)c(=N)c32)cc1 (configuration not stated) | -15 | 5 | -1% | 6% | 0.9 | -4% | -12% | 0% | 0%
Cc1cc(NC(=O)C2CCC(CNS(=O)(=O)c3ccc(Br)s3)CC2)ccc1Br (configuration not stated) | . | -3 | 1% | -2% | -1.4 | -4% | -4% | -14% | 1%
Cc1cc(OCc2cc(C(=O)N(C)C3CCOCC3)no2)cc(C)c1Cl | 7 | -9 | -4% | -7% | -0.8 | 2% | 18% | ? | 1%
CCc1ccccc1NC(=S)N(CCN1CCCCCC1)Cc1ccco1 | -1 | -11 | 2% | 8% | -0.1 | -4% | 22% | 88%[activator] | 1%
CCCCC[C@@H](/C=C/C1C(=O)C=C[C@H]1C/C=C\CCCC(=O)O)OC(C)=O (some centres not stated) | . | 3 | -14% | 3% | . | 16% | -26% | -39% | 2%
CCOc1ccc(-n2c(=O)c3sccc3n(CC(=O)NCC3CCCO3)c2=O)cc1 (configuration not stated) | 1 | -5 | 0% | ? | 0.1 | -3% | 2% | 1% | 2%
O=C(CNc1cc([N+](=O)[O-])ccc1NCCO)Nc1cccc(S(=O)(=O)N2CCCCC2)c1 | -11 | -4 | 4% | -7% | 0.5 | 0% | 18% | 347%[activator] | -8%
COc1ccc(NC(=O)CC2SC(N3CCOCC3)=NC2=O)cc1OC (configuration not stated) | 73* | -1 | -1% | 0% | 0.7 | -2% | 5% | ? | -6%
COc1ccc(CN(C(=O)CSc2nnc(-c3ccc(F)cc3)o2)c2ccc(F)cc2)cc1 | 0 | 0 | 0% | -9% | 1.0 | -2% | 19% | -7% | -5%

Quoted from the listing.
`COc1ccc(NC(=O)CC2SC(N3CCOCC3)=NC2=O)cc1OC` (configuration not stated) | RGS4 inh = 5%
`COc1ccc(CN(C(=O)CSc2nnc(-c3ccc(F)cc3)o2)c2ccc(F)cc2)cc1` | ERG-DNA inh = -5%
`CCCCC[C@@H](/C=C/C1C(=O)C=C[C@H]1C/C=C\CCCC(=O)O)OC(C)=O` (some centres not stated) | 12-LOX inh = -39%
`CCOc1ccc(-n2c(=O)c3sccc3n(CC(=O)NCC3CCCO3)c2=O)cc1` (configuration not stated) | RGS4 inh = 2%
